# KLF5 inhibitor – KLF5 expression inhibitors, primary screen, DLD-1 cells, luminescence. AID 1700, 2009. hit rate 0.23% among 290,000. DLD-1 KLF5 promoter-luciferase reporter. inhibition, % at 5 µM;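 active = inhibition above a per-plate limit of that plate's mean compound inhibition plus 3 SD, cut at about 60% in these data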;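 note: 0% = DMSO wells and 100% = LY294002 at 200 µM; higher means less KLF5 promoter-driven luciferase light; inactives centre near -14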
# HSP90 refold inh – HSP90 inhibitors, primary screen, cell lysate, luminescence. inhibition, % at 5.6 µM. AID 1789, 2009. Heat shock protein HSP 90 (rabbit reticulocyte lysate; luciferase refolding). hit rate 0.91% among 290,000. Rabbit reticulocyte lysate, luciferase refolding luminescence, 3 h;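 active = inhibition above the screen-wide mean plus 3 SD, computed separately per campaign, cut at about 16% in these data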;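 note: 0% = DMSO wells and 100% = 60 µM geldanamycin wells; inhibitors lower the luminescence because luciferase stays unfolded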
# AI-2 QS modul – Vibrio harveyi AI-2 quorum sensing modulators, primary screen, JMH597 strain, luminescence/OD600 ratio; Vibrio harveyi JMH597 AI-2 luminescence/OD600 ratio, 9 h; active compounds read low; strain lacks LuxN and CqsS sensors; 0 = neutral-control median; activity change, % at 7.5 µM; hit rate 0.4% among 300,000; in the data active = activity change below about -75%, passing the limit was not always enough; inconclusive = no clear call, values can overlap the other calls;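 note: luminescence divided by OD600 gain over 9 h not by final OD600 alone; inactives centre near 13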
# HSF-1 act – HSF-1 activators, primary screen, NIH3T3-HGL cells, MG132 stress, luminescence, single point; hit rate 1.7% among 300,000; NIH3T3-HGL HSF-1 luciferase reporter, 8 h; 100% = twice DMSO control signal; activation, % at 9 µM;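 active = mean replicate activation of at least 50% with a set share of replicates each reaching 50%; inconclusive = only one of those two conditions met; inactive = mean below 50% and too few replicates reaching it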;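 note: 0% = median of the neutral control wells and 100% = twice that signal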
# GSK3beta inhib – human GSK3beta kinase inhibitors, primary screen, biochemical, cell-free homogeneous, HTS | Glycogen synthase kinase-3 beta (Homo sapiens), P49841 | GST-GSK3beta kinase, ADP-Glo luminescence, 60 min; active compounds read low | activity score (negative = inhibition), % at 10 µM | hit rate 0.038% among 300,000 | AID 2097, 2009;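 active = more than half of replicate wells score below -50%, meaning over 50% inhibition versus plate controls; inconclusive = some replicates but at most half score below -50%; inactive = no replicate scores below -50%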;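 note: 0% = median DMSO wells and -100% = median GW8510 positive control wells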
# Target sequence (P49841 whole entry, looked up): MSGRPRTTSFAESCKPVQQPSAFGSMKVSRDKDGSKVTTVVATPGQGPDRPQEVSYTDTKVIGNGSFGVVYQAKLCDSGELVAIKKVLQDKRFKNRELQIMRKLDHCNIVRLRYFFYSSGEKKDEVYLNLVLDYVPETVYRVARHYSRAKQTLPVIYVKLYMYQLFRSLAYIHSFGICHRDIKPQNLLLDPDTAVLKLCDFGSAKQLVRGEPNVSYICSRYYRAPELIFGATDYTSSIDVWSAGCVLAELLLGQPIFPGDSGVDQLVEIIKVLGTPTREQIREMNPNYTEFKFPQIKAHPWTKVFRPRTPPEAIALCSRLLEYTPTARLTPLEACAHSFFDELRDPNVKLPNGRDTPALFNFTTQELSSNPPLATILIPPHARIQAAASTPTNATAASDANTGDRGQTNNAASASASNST
#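 Test system: GST-fused GSK3beta enzyme, cell-free | Quantity: 1.6 ng GST-GSK3beta enzyme per well | Reagent: 25 µM ATP with peptide substrate | Schedule: 60 min enzyme reaction, room temperature | Signal: Luminescent ADP-Glo measurement of ADP formed | Read-out basis: Score relative to plate controls | Control set: DMSO and 20 µM GW8510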
# aSyn 5UTR inh – MLPCN primary screen, SNCA 5' untranslated region. alpha-synuclein 5'UTR reporter, inhibitor activity. inhibition, % (tested at 7.5 µM). hit rate 0.82% among 300,000. AID 1813, 2009; in the data active = inhibition above about 60%; inconclusive = no clear call, values can overlap the other calls;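 note: H4 neuroglioblastoma cells stably carrying SNCA 5'UTR luciferase fusion; 0% = DMSO wells and 100% = positive control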
# GSK3A inh – blockers of GSK3A enzyme activity – biochemical, luminescence, cell-free homogeneous, HTS, primary screen | GSK-3 alpha kinase, ADP-Glo luminescence, 60 min | Glycogen synthase kinase-3 alpha (Homo sapiens), P49840 | AID 2650, 2010 | hit rate 0.1% among 320,000 | inhibition, % at 10 µM;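 in the data active = inhibition above about 50%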;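 note: GST-tagged GSK-3 alpha with peptide substrate and 25 µM ATP; 0% = DMSO neutral wells and 100% = GW8510 positive control wells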
# Target sequence (P49840 whole entry, looked up): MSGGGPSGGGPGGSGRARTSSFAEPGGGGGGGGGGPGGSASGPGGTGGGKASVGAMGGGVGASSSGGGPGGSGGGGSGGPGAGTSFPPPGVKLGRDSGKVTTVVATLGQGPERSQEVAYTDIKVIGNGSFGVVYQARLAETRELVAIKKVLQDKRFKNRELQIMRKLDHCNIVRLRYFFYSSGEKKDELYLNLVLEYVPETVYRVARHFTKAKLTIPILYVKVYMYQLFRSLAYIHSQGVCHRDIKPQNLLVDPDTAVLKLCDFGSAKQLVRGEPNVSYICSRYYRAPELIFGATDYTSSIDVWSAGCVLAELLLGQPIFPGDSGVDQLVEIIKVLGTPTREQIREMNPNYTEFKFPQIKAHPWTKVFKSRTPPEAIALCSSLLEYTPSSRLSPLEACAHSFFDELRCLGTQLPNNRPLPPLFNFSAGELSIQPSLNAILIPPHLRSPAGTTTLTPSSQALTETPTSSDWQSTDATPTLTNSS
# HSF1 inh – HSF1 inhibitors in luciferase reporter cells, primary screen, cell-based, NIH3T3, luminescence. NIH3T3-HGL HSE-luciferase, MG132-induced, luminescence 8 h; active compounds read low. activity change, negative = inhibition, % at 7.5 µM (by protocol). hit rate 0.77% among 300,000. AID 2098, 2009;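 active = more than half of replicate wells show activity change below -50%, luminescence cut by over half; inconclusive = some wells, but at most half, below -50%; inactive = no replicate well below -50%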;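 note: luciferase reports HSF-1 transcriptional activity via heat shock element; 0% = median of DMSO wells and -100% = zero luminescence signal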
# HIF act – HIF pathway transcriptional activators, primary screen, cell-based, U2OS HRE-luciferase, luminescence; U2OS HRE-luciferase reporter; normalized: DMSO 0%, desferrioxamine 100%; activation, % at 7.5 µM (by protocol); hit rate 0.32% among 300,000; AID 1910, 2009;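 active = mean activation of at least 10% of the iron chelator positive control signal, with at least half of replicates also reaching 10%; inconclusive = mean and replicate majority disagree about reaching 10%; inactive = mean and most replicates under 10%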
# IEC-6 tox – cytotoxicity in IEC-6 intestinal epithelial cells, primary screen, cytotoxicity control for KLF5 inhibitor project, cell-based, luminescence; AID 1825, 2009; inhibition, % at 5 µM; IEC-6 cytotoxicity, luminescence viability; hit rate 0.78% among 290,000; in the data active = inhibition above about 22%;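 note: 0% = plate median of test compound wells and 100% = cytotoxic reference compound wells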
# An asterisk follows results filed as active; ? = inconclusive; · = no result given. Rows were taken by chance; overall some 4.7% were active at least once.
SMILES,KLF5 inhibitor,HSP90 refold inh,AI-2 QS modul,HSF-1 act,GSK3beta inhib,aSyn 5UTR inh,GSK3A inh,HSF1 inh,HIF act,IEC-6 tox
CCOC(=O)c1sc(NC(=O)/C=C/c2cnn(C)c2C)c(C(=O)OCC)c1C,-7,2,9,35,2,-18,-1,3,-0.5,5
O=C(NCC(c1ccc(F)cc1)N1CCOCC1)c1ccc(Br)o1 (stereo unspecified),-7,-2,9,-7,0,3,2,-1,-0.1,-2
COCCNC(=S)N(CCc1c(C)[nH]c2ccc(F)cc12)Cc1cccnc1,-25,-1,7,4,-1,6,3,-2,0.8,11
CN(Cc1ccccc1)S(=O)(=O)c1cccc2cccnc12,0,-2,6,-8,-9,-1,7,-4,0.1,9
Cc1ccc2[nH]c(=O)c(C(c3nnnn3CCc3ccccc3)N3CCOCC3)cc2c1 (stereo unspecified),-15,3,4,15,-2,11,0,1,-1.7,6
CC(C)CC(=O)NC(=S)Nc1ccc(S(=O)(=O)N2CCCC2)cc1,-26,4,-66,3,-4,3,-4,-7,-0.2,0
COc1ccc(C2=NN(C(=O)CCC(=O)O)C(c3ccc([N+](=O)[O-])cc3)C2)cc1 (stereo unspecified),-35,5,10,17,-1,-3,-2,-3,-0.6,-1
COc1cc2ccccc2cc1C(=O)OCC(=O)N(C)c1c(N)n(Cc2ccccc2)c(=O)[nH]c1=O,·,·,7,2,2,10,1,0,-0.3,·
COc1ccc(C(CNC(=O)C2CCN(S(=O)(=O)c3ccc(F)cc3)CC2)N(C)C)cc1 (stereo unspecified),-29,-1,20,4,-4,-17,-3,-1,2.4,4
CC(C)c1nnc(NC(=O)CCCCCN2C(=O)C3C4C=CC(C4)C3C2=O)s1 (stereo unspecified),-18,-2,16,12,5,4,-2,8,0.2,-3
CC(=O)Oc1ccc2nc(/C=C/c3ccc(C=O)cc3)oc(=O)c2c1,5,1,4,-12,1,-13,0,0,-0.2,-3
O=C(NC1CC1)C1=C[C@@H](c2coc3ccccc3c2=O)C[C@@H](OCc2ccc(CO)cc2)O1,-6,11,-6,-11,-4,43,-6,-7,0.5,0
COCCNC(=O)c1cc2c(s1)-c1ccc(Cl)cc1SC2,-155,-1,9,43,-1,-104,1,18,5.0,5
Cn1ccc(-c2ccccc2)c(C#N)c1=O,-25,-1,5,-4,-4,1,-3,-1,-0.1,-5
NC(=O)COc1ccc(C2c3c(oc4ccccc4c3=O)C(=O)N2CC2CCCO2)cc1 (stereo unspecified),-7,2,-2,6,1,-33,0,-2,-0.2,3
COC(=O)c1c(NC(=O)CSc2nnc3ccccn23)sc2c1CCC2,-25,1,11,-2,0,-1,-3,2,-0.1,-6
CC(Oc1ccc(Br)cc1)C(=O)N1CCN(c2ccccn2)CC1 (stereo unspecified),-3,-4,19,-7,1,3,·,-3,-0.6,0
COc1cc(NC(=O)c2ccc(=O)[nH]n2)cc(OC)c1OC,-25,-3,-1,3,-2,18,-1,-10,-2.0,8
C/C(CC(=O)Nc1ccccc1F)=N\NC(=O)Cc1ccc(Cl)cc1,-33,-4,14,·,-1,-19,-2,·,0.2,-1
CN(C[C@H](c1ccccc1)N(C[C@H](Cc1ccccc1)N(CCc1ccccc1)N=O)N=O)N=O,-22,10,20,-5,1,25,-2,5,-1.0,-4
N#Cc1ccccc1NC(=O)Nc1cccs1,-21,-3,320,3,1,2,0,1,-0.3,2
CSC(=NC#N)N1CCN(c2ccccn2)CC1,-22,-2,-9,8,4,0,1,3,0.3,-3
COc1ccc(S(=O)(=O)c2c(O)c3ccc(C(=O)Nc4ccc(F)cc4)cc3[nH]c2=O)cc1,-3,-1,18,5,5,-16,0,1,-0.3,0
CCN(C(=O)C1CCN(c2nc(-c3ccc(OC)cc3)no2)CC1)c1ccccc1,-10,-1,24,-28,-1,-17,-1,-15,-0.1,2
Cc1cc2nc(-c3ccc(SCc4ccccc4C#N)nc3)[nH]c2cc1C,-67,9,26,3,-7,-78,5,-7,1.4,-2
CN(C)/C(=N\OC(=O)c1ccccc1)c1nonc1N,-13,-6,22,-1,3,-10,·,-6,0.5,-3
CCn1c(C)nnc1SCC(=O)NC1CCCC1,-34,1,9,4,-1,11,-2,-1,-0.1,2
Cc1ccc(-c2nnc3sc(CCc4ccccc4)nn23)cc1,-35,-7,13,1,0,-17,1,9,-0.2,-11
COc1ccc(-c2csc(NC(=O)CN3C(=O)C4CC=CCC4C3=O)n2)cc1OC (stereo unspecified),-1,0,17,-15,-1,-25,-2,-3,-0.8,5
CCP(=O)(c1cccc([N+](=O)[O-])c1)c1cccc([N+](=O)[O-])c1,-11,4,19,3,1,-5,-1,-6,-0.7,-4
COc1cc(C(=O)NCC(C)C)c([N+](=O)[O-])cc1OC,-16,5,1,8,4,-11,-3,-6,-0.5,4
CCOC(=O)C(CCCCCOc1ccc([N+](=O)[O-])cc1)C(=O)OCC,-12,1,-4,37,5,25,-2,11,0.0,-1
Cc1oc(-c2ccccc2F)nc1CN1CCC(C(=O)NCc2ccco2)CC1,-6,5,13,5,-1,-2,-2,5,0.5,3
O=C(CSC1=NS(=O)(=O)c2cc(F)ccc2N1)Nc1ccccc1F,·,·,-6,30,-6,-4,·,31,-0.3,·
O=C(CCN1CCCCC1)c1ccccc1,-17,3,13,14,-1,3,-1,-3,-0.2,-4
Cc1cccn2c(=O)c3cc(C(=O)N4c5ccccc5CC4C)n(C)c3nc12 (stereo unspecified),-21,2,45,16,-4,-19,-2,-8,0.2,2
O=C(OCc1nc2ccccc2s1)[C@@H]1CCCN1S(=O)(=O)c1ccccc1F,-8,8,10,24,3,-19,6,-2,0.9,5
S=C(NCCCc1ccccc1)Nc1ccccc1,-63,5,-2,·,1,·,·,·,·,6
Cc1cccc(SCc2noc(C(=O)NC(C)C)c2C(=O)O)c1,-17,-7,15,-12,6,6,-1,3,0.6,1
CN(/N=C/c1c[nH]c2ccccc12)c1cnn(-c2ccc(F)c(Cl)c2)c(=O)c1Cl,-25,7,22,0,3,-18,-1,-1,?,-3
CCOc1cc2[nH]c(=S)n(CCN3CCCCC3CC)c(=O)c2cc1OCC (stereo unspecified),15,11,19,-4,1,23,0,-2,-0.4,8
CCOC(=O)/C(=N/Nc1ccc(OC)cc1)Sc1nnc(CCc2ccccc2)n1-c1ccccc1,-27,0,27,-6,-2,-60,0,-5,1.0,-6
CCOc1c(Cl)cc(/C=C/C(=O)N(CC)CC(=O)NCc2cccs2)cc1OC,·,·,24,-3,3,25,-2,3,-12,·
Cc1csc2nc(CSc3nncn3-c3ccccc3)c(Br)n12,6,3,25,-13,-5,-16,-2,-6,0.1,3
CCc1ncc(CN2CCCCC2C(=O)Nc2ccc(Oc3ccccc3)nc2)cn1 (stereo unspecified),-24,-2,13,-15,3,2,-1,-1,0.0,7
CCn1c(CNC(=O)COc2c(C)cccc2C)nnc1SCC(=O)Nc1nccs1,-20,0,14,-5,-1,-14,-1,2,0.1,1
CCC1CCCCN1CCCNS(=O)(=O)c1ccc2c(c1)oc(=O)n2C (stereo unspecified),-17,-3,21,4,-4,14,-1,2,0.2,4
Cc1ccc(-c2nnc(Nc3ccc(C(=O)N(C)C)cc3)c3ccccc23)cc1S(=O)(=O)NC(C)(C)CO,-36,1,32,-32,-1,-8,-1,-15,-0.1,0
Cc1ccccc1SCCNC(=O)CCc1ccccc1,-15,1,0,29,3,-64,-1,9,2.4,2
Cc1ccc(NC(=O)CCc2c(C)[nH]c(=O)c(C#N)c2C)cc1,-15,0,32,-7,0,21,2,-6,-0.6,6
O=C(NN1C(=O)/C(=C\c2cccnc2)SC1=S)c1ccco1,3,-6,39,1,2,-5,-2,-2,-0.7,5
CC(C)(C)NC(=O)Nc1ccc(Br)cc1,-124,-4,9,22,0,-138,4,9,0.8,-5
Cc1csc(=O)n1CC(=O)OCC(=O)NNC(=O)c1ccccc1,3,3,13,-7,1,11,-2,1,-0.3,0
COc1cccc(Cn2cc(N)cn2)c1,15,0,2,-3,1,-14,0,2,0.4,5
O=C(O)CCc1ccc(-c2ccccc2)n1NC(=O)c1cccs1,-25,-1,32,-10,1,-1,-2,1,0.1,-3
CCCS(=O)(=O)n1nc(-c2ccccc2)cc1N,-5,1,7,8,5,1,3,6,0.4,2
CC12C(=O)N(c3ccccc3)C(=O)C1C(c1ccccc1)N1CCCN12 (stereo unspecified),-14,-2,10,2,-3,9,-2,-7,-0.7,-3
COc1ccc(Cl)cc1NC(=O)c1c(-c2ccccc2)noc1C,-12,4,13,38,-5,-3,2,8,0.2,1
CCc1ccc(OCC(=O)Nc2ccc3c(c2)OCCO3)cc1,-3,-4,-11,-23,3,-25,-3,-8,-0.5,0
C/C(=N\NC(=O)CNc1cccc(Cl)c1C)C1CC1,-7,-8,11,-4,2,6,1,-3,0.3,-6
# Next compounds.
SMILES,KLF5 inhibitor,HSP90 refold inh,AI-2 QS modul,HSF-1 act,GSK3beta inhib,aSyn 5UTR inh,GSK3A inh,HSF1 inh,HIF act,IEC-6 tox
C=CCn1c(SCC(=O)Nc2nccs2)nnc1-c1ccco1,-19,2,8,17,-5,-16,0,14,0.4,2
COC(=O)c1c(NC(=S)NNS(=O)(=O)c2ccc(OC)cc2OC)sc2c1CCCCCC2,-4,-1,19,-12,2,10,·,6,0.2,0
Cc1cc2occ(CC(=O)NC3=NCCS3)c2cc1C(C)C,14,4,9,15,2,-17,-1,13,-0.2,4
CCCOC(=O)C(C)n1cnc2sc(C)c(C)c2c1=O (stereo unspecified),-22,1,14,19,1,-13,0,11,0.3,-1
COc1ccccc1/C=N/NC(=O)CNC(=O)c1ccccc1,-19,2,-29,-6,0,7,-2,0,-0.2,7
Cc1ccc(-c2nc3ccccc3[nH]2)cc1NC(=O)/C=C/c1ccco1,-15,1,10,-3,-2,-31,0,5,1.5,3
O=C(Nc1ccc(N2CCN(Cc3ccccc3F)CC2)cc1)c1ccc([N+](=O)[O-])o1,19,4,-21,-44,6,105*,2,-46,-4.6,72*

# Source: PubChem (several laboratories)
